Screens from PubChem BioAssay.
EPAC1 agonist – activates human EPAC1 exchange factor; O95398; EPAC1 agonist qHTS, biochemical assay; response scale: 100% = response to 6.5 mM cAMP; Potency, µM (doses to about 154 µM), without a hit: at the highest dose activation, hits mostly activators; actives 0.073% (n = 360,000); AID 720707; also: potency is read from the fitted curve at half-maximal effect; nearly all actives have a fitted effect of over 60% in size
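Read-out is the fluorescence drop as BODIPY-GDP leaves Rap1B (480 nm excitation, 540 nm emission), recorded every 5 minutes over 30 minutes. Reactions held 100 nM EPAC1, 250 nM Rap1B–BODIPY-GDP and 50 uM GDP, with 6.5 mM cAMP setting full activation.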
FUS yeast rescue – FUS proteinopathy suppression in yeast | S. cerevisiae FUS-expressing, growth rescue, OD600, 24 h | Potency, µM (highest dose often 76.6 µM), for inactives: at the top dose growth rescue (activation), hits mostly activators | actives 0.24% (n = 390,000) | AID 1347120;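 also: potency is read from the fitted curve at half-maximal effect; plate controls were DMSO vehicle for no effect and reference control for full effect; nearly all actives have a fitted effect of over 55% in size; some results filed as inactive show a strong effect at the top dose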
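Read-out: OD at 600 nm after 24hr at 30C, reporting rescue of FUS-induced yeast toxicity. Cells at OD 0.005 in galactose (2%) minimal medium; compounds tested in a dilution series; CP55940 titration from 92uM final as control.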
Abeta yeast res – compounds reversing amyloid beta toxicity in yeast; yeast expressing A-beta42, growth rescue, OD600, 48 h; response scale: 0% DMSO, 100% iron-clioquinol control; Potency, µM (highest dose often 46.1 µM), without a hit: at the highest dose growth rescue, most hits filed as activators; actives 0.063% (n = 410,000); AID 1347071; also: potency is read from the fitted curve at half-maximal effect; nearly all actives have a fitted effect of over 55% in size
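Growth rescue measured by 600 nm absorbance after 48 h yeast culture at 30 C with compound. Values normalized between DMSO and an equimolar ferric chloride plus clioquinol control.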
IL2 activator – activates IL-2 in a cell-based reporter assay; IL-2 activation reporter assay, cell-based qHTS; stimulated with anti-CD3/CD4/CD28 beads; in transgenic mouse T cells; activation, % (series mostly up to about 46 µM); actives 0.065% (n = 360,000); AID 652025; in the data active = activation above about 50%; inconclusive = mostly about 30% to 49%; also: 0% is about no effect
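Readout: EGFP and DsRed signals by fluorescent plate cytometry. Unstimulated transgenic mouse T cells received compound 60 min before antibody-bead stimulation, then incubated 18 h at 37 degrees C.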
PI5P4Ka inh – inhibitors of human PI5P4K alpha. PI5P4Kalpha enzyme, ADP-Glo luminescence, 60 min; active compounds read low. max response, %. AID 652105. actives 1.2% (n = 330,000); active = max response of -50% or lower; inconclusive = between -30% and -50%; inactive = -30% or higher; also: value at the top dose of about 77 µM; % is scaled to controls: 0 for no effect and ±100 for the full control effect
Target sequence (P48426 whole entry, looked up): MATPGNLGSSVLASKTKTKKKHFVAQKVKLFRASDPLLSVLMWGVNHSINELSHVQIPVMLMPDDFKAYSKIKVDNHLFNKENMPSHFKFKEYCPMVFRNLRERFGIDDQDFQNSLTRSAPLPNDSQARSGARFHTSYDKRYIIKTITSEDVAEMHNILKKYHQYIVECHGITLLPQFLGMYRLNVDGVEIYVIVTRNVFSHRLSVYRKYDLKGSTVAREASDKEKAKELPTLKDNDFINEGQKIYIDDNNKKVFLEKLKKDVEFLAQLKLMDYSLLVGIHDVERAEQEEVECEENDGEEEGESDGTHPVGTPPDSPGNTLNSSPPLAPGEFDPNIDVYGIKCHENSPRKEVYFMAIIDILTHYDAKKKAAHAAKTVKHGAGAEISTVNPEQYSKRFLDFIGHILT
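Enzyme plus substrate dispensed, test compounds pinned in, then ATP (5 microM final) added. After 60 min at RT, ADP-Glo reagent 1 for 45 min and reagent 2 for 30 min preceded luminescence imaging.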
EPAC1 antagonist – blocks human EPAC1 exchange factor; O95398; EPAC1 GEF assay, Rap1b-BODIPY-GDP exchange fluorescence; Potency, µM (doses to about 115 µM), for inactives: at the top dose activity change, negative = inhibition, actives largely listed as inhibitors; actives 0.14% (n = 360,000);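 also: potency is read from the fitted curve at half-maximal effect; plate controls were vehicle for no effect and positive control for full effect; nearly all actives have a fitted effect of over 50% in size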
PLK1 PBD block – blocks phosphopeptide binding to human PLK1 polo-box domain | Plk1 PBD binding of FITC phosphopeptide, fluorescence polarization | Potency, µM, without a hit: max response, negative = inhibition, actives largely listed as inhibitors | actives 2.8% (n = 360,000) | AID 720504; also: potency is read from the fitted curve at half-maximal effect; series mostly up to about 57 µM; % is scaled to controls: 0 for no effect and ±100 for the full control effect; nearly all actives have a fitted effect of over 65% in size
Target sequence (P53350 whole entry, looked up, the tested form may be a part): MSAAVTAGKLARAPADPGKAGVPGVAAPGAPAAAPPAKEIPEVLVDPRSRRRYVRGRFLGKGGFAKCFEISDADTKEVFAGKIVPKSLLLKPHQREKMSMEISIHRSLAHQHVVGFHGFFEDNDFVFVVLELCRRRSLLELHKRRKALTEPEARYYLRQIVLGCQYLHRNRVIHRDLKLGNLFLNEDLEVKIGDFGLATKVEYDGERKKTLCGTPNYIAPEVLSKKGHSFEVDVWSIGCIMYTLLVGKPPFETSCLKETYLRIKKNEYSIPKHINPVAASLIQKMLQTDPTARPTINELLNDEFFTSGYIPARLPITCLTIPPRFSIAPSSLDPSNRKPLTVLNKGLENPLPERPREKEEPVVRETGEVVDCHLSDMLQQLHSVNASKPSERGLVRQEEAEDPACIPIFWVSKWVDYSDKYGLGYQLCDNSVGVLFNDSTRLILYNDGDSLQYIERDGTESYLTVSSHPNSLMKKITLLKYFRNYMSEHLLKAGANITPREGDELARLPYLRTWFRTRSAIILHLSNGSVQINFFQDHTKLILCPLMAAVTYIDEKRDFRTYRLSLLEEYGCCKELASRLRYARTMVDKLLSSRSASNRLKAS
WRN inhibitor – inhibitors of human WRN helicase; WRN helicase unwinding, fluorescent forked duplex, kinetic; Potency, µM (titrated, usually from 114 µM), for the others: at the top dose activity change, negative = inhibition, actives largely listed as inhibitors; actives 0.46% (n = 360,000); AID 651768; also: potency is read from the fitted curve at half-maximal effect; % is scaled to controls: 0 for no effect and ±100 for the full control effect; nearly all actives have a fitted effect of over 55% in size
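Enzyme (20 nM final) and test compound sit together 15 min at room temperature before substrate addition. Substrate is a single-forked duplex oligonucleotide (100 nM) labelled with fluorophore and quencher, with 2 mM ATP; helicase unwinding raises red fluorescence, read kinetically.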
Active calls of the source: *; ? = inconclusive; / = not tested or not shown; [ ] = another dose, or the depositor's remark. Unless noted, calls follow the shape of the dose curve; as a rule, active = well fitted curve in the direction sought with a large enough effect; inconclusive = small, poorly fitted or top-dose-only effect, or another doubt; inactive = no such curve, though single readings can be large; an effect the other way counts as inactive or inconclusive.

SMILES	EPAC1 agonist	FUS yeast rescue	Abeta yeast res	IL2 activator	PI5P4Ka inh	EPAC1 antagonist	PLK1 PBD block	WRN inhibitor
COc1ccc(C2=NN(C(=O)CSc3nc(=O)n4ccc(C)cc4n3)C(c3ccc(C)cc3)C2)cc1 (stereo unspecified)	-9%	-25%	2%	-0.8	-5	9%	2%	5%
Cc1c(Cl)cccc1NC(=O)CSc1ccc(-c2cccnc2)nn1	-6%	?	-13%	0.4	3	-1%	2%	-6%
CC(=O)Nc1cccc(OC(=O)COc2ccc(Br)cc2)c1	10%	-6%	-17%	-3.2	2	-24%	?	-16%
CCc1noc(C)c1C(=O)N(CCC(C)C)c1c(N)n(Cc2ccccc2)c(=O)[nH]c1=O	-2%	1%	3%	-3.2	7	6%	-3%	7%
CCc1cc(=O)oc2c3c(cc(OCC(=O)NCCCn4ccnc4)c12)OC(C)(C)CC3	-12%	-6%	-14%	-0.6	6	1%	-9%	3%
Nc1nc(N2CCN(c3cccc(Cl)c3)CC2)n[nH]1	7%	8%	-3%	-0.6	3	-13%	-2%	12%
N#Cc1cccc(NC(=O)CNc2cccc(S(=O)(=O)N3CCCCC3)c2)c1	5%	16%	-12%	-6.5	1	-14%	-7%	-2%
Cc1ccc(-c2[nH]c(-c3ccc(Cl)cc3)nc2SCC(=O)NCC2CCCO2)cc1 (stereo unspecified)	-5%	-29%	-2%	-1.7	10	2%	-3%	2%
COc1ccc(CCNC(=O)Cn2nc([N+](=O)[O-])c(Br)c2C)cc1OC	4%	18%	16%	-0.4	7	3%	0%	0%
CSCCC(NC(=O)COc1ccccc1)C(=O)N1CCCCC1 (stereo unspecified)	-7%	21%	-2%	-1.6	3	7%	-7%	?
C=CC[C@@H](CC(=O)NCCO)C(=O)N[C@@H](COC(=O)[C@@H](CC=C)CC(=O)OC(C)(C)C)Cc1ccccc1	-20%	32%	-5%	-2.2	2	-7%	-16%	-28%
COc1cccc(NC(=O)Nc2nnc(N3C(C)CCCC3C)s2)c1 (stereo unspecified)	0%	35%	-5%	0.0	2	-4%	-2%	0%

Entries of single compounds from above. Values in the order: EPAC1 agonist | FUS yeast rescue | Abeta yeast res | IL2 activator | PI5P4Ka inh | EPAC1 antagonist | PLK1 PBD block | WRN inhibitor
Entry for C=CC[C@@H](CC(=O)NCCO)C(=O)N[C@@H](COC(=O)[C@@H](CC=C)CC(=O)OC(C)(C)C)Cc1ccccc1 : -20% | 32% | -5% | -2.2 | 2 | -7% | -16% | -28%
Entry for N#Cc1cccc(NC(=O)CNc2cccc(S(=O)(=O)N3CCCCC3)c2)c1 : 5% | 16% | -12% | -6.5 | 1 | -14% | -7% | -2%

Following part
SMILES	EPAC1 agonist	FUS yeast rescue	Abeta yeast res	IL2 activator	PI5P4Ka inh	EPAC1 antagonist	PLK1 PBD block	WRN inhibitor
COc1ccc(S(=O)(=O)N2CCC(C(=O)NCC3CCCO3)CC2)cc1OC (stereo unspecified)	10%	-6%	-6%	0.4	-3	1%	-4%	-3%
CC(C)(C)NC(=O)CN(C(=O)CCC(=O)Nc1nccs1)c1ccc2c(c1)OCCO2	11%	7%	-10%	0.2	0	7%	-13%	9%
O=C(C[n+]1ccccc1)Nc1ccccc1C(=O)O	9%	-27%	8%	0.4	1	-5%	2%	0%
COC(=O)NNC(=O)C(c1ccccc1)c1ccccc1	3%	-2%	-6%	-1.3	3	0%	-1%	4%
CCOC(=O)c1ccc(NC=C2C(=O)OC3(CCCCC3)OC2=O)cc1	-4%	/	9%	-3.1	-1	2%	3%	-13%
CCNc1ccc(S(=O)(=O)NCCN(C)C)cc1[N+](=O)[O-]	0%	-16%	2%	0.4	-4	-25%	-14%	3%
Brc1ccc(C2=CC(c3cccs3)n3ncnc3N2)cc1 (stereo unspecified)	?	?	10%	17	-21	3%	?	-3%
COc1ccc(OC)c(/C=N/NC(=O)CNC(=O)c2cccc3ccccc23)c1	10%	/	0%	-0.5	1	-13%	-1%	-29%
Cc1nn(-c2ccccc2)c(C)c1NC(=O)COc1ccc(Br)cc1Cl	-10%	-12%	14%	-0.5	-1	36%[activator]	7%	-18%[57.1 µM]
Cc1ccc(-n2nc3c(c2NC(=O)c2ccc4c(c2)OCO4)CS(=O)(=O)C3)c(C)c1	-16%	-8%	-13%	-3.5	-6	-10%	-9%	-1%
CCN(CC)C(=O)C1=C(C)N(Cc2ccccc2)C(=O)C(CC(=O)NCCN2CCOCC2)C1 (stereo unspecified)	-6%	-16%	-8%	-0.2	-7	-8%	-1%	2%
CCn1c(SC(C)C(=O)Nc2ccc(N3CCOCC3)cc2)nnc1C1CC1 (stereo unspecified)	-20%	?	-5%	0.5	2	0%	1%	-1%[11.6 µM]
Cc1ccc(S(=O)(=O)NC(=O)c2cccc(Br)c2)cc1	5%	/	-7%	-2.6	-3	2%	-11%	-28%
O=C(COC(=O)c1cc[n+]([O-])cc1)Nc1ccc(SC(F)F)cc1	2%	46%	-7%	-1.0	?	8%	?	-1%
C/C(=N\N1C(=O)CSC1=S)c1ccc(Br)cc1	1%	15%	-18%	1.5	-26	-4%	5.3µM*	-25%
O=C1N(c2ccccc2)C(c2ccc(Cl)cc2)N2CCCN12 (stereo unspecified)	-13%	/	-7%	0.9	3	-13%	-3%	12%
CC1CCCC(NC(=O)COC(=O)CCC(=O)c2cccs2)C1C (stereo unspecified)	2%	12%	-4%	-0.4	-3	-5%	2%	-17%
COc1ccc(NC(=O)COC(=O)c2cc(S(=O)(=O)N3CCCC3)ccc2O)cc1	5%	14%	6%	-0.4	5	2%	-3%	-4%
COCCN(CCOC)CC(O)COC(c1ccccc1)c1ccccc1 (stereo unspecified)	10%	17%	13%	0.0	2	2%	-16%	-30%
Clc1ccc(-c2csc(N3CCSCC3)n2)cc1	0%	5%	?	-1.3	4	1%	24µM*	-3%
NC(=O)c1ccsc1NC(=O)CCc1ccccc1	12%	-5%	-2%	0.4	-16	15%	-8%	-4%
O=C(NCc1ccccn1)Nc1cc(Cl)ccc1Cl	-1%	1%	9%	0.8	2	-5%	-1%	2%
O=C(Nc1cccnc1)c1ccc([N+](=O)[O-])cc1Cl	-8%	-5%	10%	-0.2	-1	3%	?	9%
CCC(C)OC(=O)C1=C(C)NC(=O)NC1c1ccc(F)cc1 (stereo unspecified)	-3%	3%	-7%	0.3	/	4%	2%	-4%
CCOc1ccccc1NC(=O)COC(=O)CC(NC(N)=O)c1ccc(Cl)cc1 (stereo unspecified)	1%	12%	-11%	-4.2	-3	-7%	4%	-16%[57.1 µM]
CN(C(=O)COc1ccc2ccc(=O)oc2c1)C1CCS(=O)(=O)C1 (stereo unspecified)	-9%	26%	-11%	-3.5	-5	-1%	-20%	-28%
CC1=CC2=NC(=O)/C(=C/c3cccs3)C(=N)N2O1	4%	-2%	2%	-0.2	1	4%	0%	-5%
Cn1cnnc1Sc1ccc(/C=C/C(=O)c2ccc(O)cc2)cc1[N+](=O)[O-]	-2%	-11%	2%	-5.1	-30	-25%	-22%	-18%[57.1 µM]
COc1ccc(C(=O)Nc2ccc(C(=O)N3CCOCC3)cc2)cc1OC	-10%	-7%	-6%	7.2	-7	9%	4%	5%
Cc1noc(C)c1COc1ccccc1C(=O)N1CCN(S(=O)(=O)c2ccc(F)c(F)c2)CC1	-2%	17%	-6%	0.3	1	4%	-13%	5%
CC1CCN(CCCNC(=O)C2CCCN(c3ncnc4c3nc3n4CCCCC3)C2)CC1 (stereo unspecified)	3%	-9%	-18%	-2.8	-3	-1%	-5%	-3%
CCOC(=O)N1CCN(Cc2nc3cc(NC(=O)C(C)C)ccc3n2CC)CC1	-4%	14%	-4%	4.9	1	-8%	-3%	-4%
O=C(CSc1nc2ccccc2c(=O)n1Cc1ccco1)N1CCCCCC1	13%	35%	-18%	-0.9	0	4%	-11%	-13%
CCOC(=O)C1(C)CCCCCN1C(=O)c1ccc(C(F)(F)F)nc1C (stereo unspecified)	-3%	-3%	24%	-0.4	3	7%	-13%	-5%
O=C(CNC(=O)c1ccccc1F)NCCOc1ccccc1Cl	3%	6%	-9%	0.3	-6	7%	27µM*	-1%
COc1cccc(NC(=O)c2ccc(N3C(=O)C4CC=CCC4C3=O)cc2)c1 (stereo unspecified)	1%	14%	1%	0.7	-4	-17%	-18%	-8%

Filtered by structure: those above with a Cl atom.
SMILES	EPAC1 agonist	FUS yeast rescue	Abeta yeast res	IL2 activator	PI5P4Ka inh	EPAC1 antagonist	PLK1 PBD block	WRN inhibitor
Cc1c(Cl)cccc1NC(=O)CSc1ccc(-c2cccnc2)nn1	-6%	?	-13%	0.4	3	-1%	2%	-6%
Nc1nc(N2CCN(c3cccc(Cl)c3)CC2)n[nH]1	7%	8%	-3%	-0.6	3	-13%	-2%	12%
Cc1ccc(-c2[nH]c(-c3ccc(Cl)cc3)nc2SCC(=O)NCC2CCCO2)cc1 (stereo unspecified)	-5%	-29%	-2%	-1.7	10	2%	-3%	2%
Cc1nn(-c2ccccc2)c(C)c1NC(=O)COc1ccc(Br)cc1Cl	-10%	-12%	14%	-0.5	-1	36%[activator]	7%	-18%[57.1 µM]
O=C1N(c2ccccc2)C(c2ccc(Cl)cc2)N2CCCN12 (stereo unspecified)	-13%	/	-7%	0.9	3	-13%	-3%	12%
Clc1ccc(-c2csc(N3CCSCC3)n2)cc1	0%	5%	?	-1.3	4	1%	24µM*	-3%
O=C(NCc1ccccn1)Nc1cc(Cl)ccc1Cl	-1%	1%	9%	0.8	2	-5%	-1%	2%
O=C(Nc1cccnc1)c1ccc([N+](=O)[O-])cc1Cl	-8%	-5%	10%	-0.2	-1	3%	?	9%
CCOc1ccccc1NC(=O)COC(=O)CC(NC(N)=O)c1ccc(Cl)cc1 (stereo unspecified)	1%	12%	-11%	-4.2	-3	-7%	4%	-16%[57.1 µM]
O=C(CNC(=O)c1ccccc1F)NCCOc1ccccc1Cl	3%	6%	-9%	0.3	-6	7%	27µM*	-1%

Not a hit list; 4.1% or so of the library scored in one or more.
